# Screens (PubChem)
# TEAD-YAP inh: TEAD-YAP interaction inhibition, primary screen, TEAD-YAP interaction inhibitor project, luminescence, HEK-TIYL cells; TEAD-Gal4/YAP UAS-luciferase luminescence; inhibition, % at 9.12 µM; actives 1.4% (n = 640,000); in the data active means inhibition above about 32%;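 further: 0% = median of test compound wells and 100% = reference inhibitor wells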
# FBW7 activator: FBW7 E3 ligase activators, primary screen, biochemical, AlphaScreen, human. AlphaScreen FBW7–phospho-cyclin E peptide binding, activator screen. normalized activity (activation), % at 26.1 µM. actives 0.13% (n = 650,000). AID 1259310, 2017; in the data active means normalized activity above about 1.9%;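 further: purified mutant Fbw7 with reduced substrate affinity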
# MITF primary: MITF inhibitors, primary screen, biochemical, AlphaScreen, human; Microphthalmia-associated transcription factor (Homo sapiens), O75030; AlphaScreen MITF homodimerization, bead proximity signal; inhibition, % at 2.6 µM; actives 0.91% (n = 650,000); AID 1259374, 2018; in the data active means inhibition above about 50%;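 further: 0% = vehicle wells with protein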
# Target sequence (O75030 whole entry, looked up): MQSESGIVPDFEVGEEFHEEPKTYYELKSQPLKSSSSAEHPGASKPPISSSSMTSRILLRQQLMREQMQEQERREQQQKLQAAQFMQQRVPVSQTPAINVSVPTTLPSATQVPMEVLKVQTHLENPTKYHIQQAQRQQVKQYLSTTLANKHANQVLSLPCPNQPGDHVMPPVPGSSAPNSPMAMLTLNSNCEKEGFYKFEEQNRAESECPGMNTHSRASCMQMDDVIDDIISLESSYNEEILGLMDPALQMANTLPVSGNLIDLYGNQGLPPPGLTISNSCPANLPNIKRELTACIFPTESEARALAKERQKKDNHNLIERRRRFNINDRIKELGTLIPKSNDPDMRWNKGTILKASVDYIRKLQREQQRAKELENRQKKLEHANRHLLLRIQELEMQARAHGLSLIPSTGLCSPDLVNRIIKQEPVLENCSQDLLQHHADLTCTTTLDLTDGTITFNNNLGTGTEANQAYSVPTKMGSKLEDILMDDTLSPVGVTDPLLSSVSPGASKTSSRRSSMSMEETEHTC
# GPR151 ag: activators of human GPR151, primary screen, cell-based, PathHunter beta-arrestin, luminescence | G-protein coupled receptor 151 (Homo sapiens), Q8TDV0 | PathHunter beta-arrestin GPR151 cells | activation, % at 11.2 µM | actives 1% (n = 650,000) | AID 1508602, 2020; in the data active means activation above about 4.9%;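 further: 0% = median of compound wells and 100% = cells with positive control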
# Target sequence (Q8TDV0 whole entry, looked up): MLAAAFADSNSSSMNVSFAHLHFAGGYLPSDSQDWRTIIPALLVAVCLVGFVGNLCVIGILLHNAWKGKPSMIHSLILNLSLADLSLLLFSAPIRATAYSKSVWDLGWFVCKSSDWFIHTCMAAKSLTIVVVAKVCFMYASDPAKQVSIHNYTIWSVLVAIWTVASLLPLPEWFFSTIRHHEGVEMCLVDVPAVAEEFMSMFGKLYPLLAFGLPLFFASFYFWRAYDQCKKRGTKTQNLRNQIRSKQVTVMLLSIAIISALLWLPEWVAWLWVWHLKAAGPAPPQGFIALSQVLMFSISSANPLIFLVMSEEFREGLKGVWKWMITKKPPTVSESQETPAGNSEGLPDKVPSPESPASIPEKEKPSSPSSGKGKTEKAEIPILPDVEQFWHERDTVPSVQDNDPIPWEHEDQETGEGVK
# * marks the source's active call; other numbers are inactive results; . = not tested or not shown; & = joins results of further samples.
# Results follow in this order: MITF primary, GPR151 ag, TEAD-YAP inh, FBW7 activator
> COc1ccc(S(=O)(=O)N(C2CC2)C2CCN(C(C)=O)CC2)cc1
→ 4, 0.4, -4, 0.1
> Cc1nc2c(cnn2-c2ccccc2)c(=O)n1-c1ccncc1
→ 6, 2.6, 6, 0.0
> COc1cc2c(cc1OC)C(c1ccccc1)N(S(C)(=O)=O)CC2 (centres undefined)
→ 4, 0.7, -3, -0.1
> Cc1cnc(C)c(-c2cc(F)c3c(c2)CC(CNC(=O)C2CCCCN2C)O3)n1 (centres undefined)
→ 19, -1.0, 7, 0.7
> N#Cc1c(NC(=O)CN2C(=O)c3ccccc3C2=O)sc2c1CCCCC2
→ 13, -2.0, -15, 0.2
> COc1ccc(OC)c(C2Nc3ccccc3NC3=C2C(=O)CC(c2ccc(Cl)cc2)C3)c1 (centres undefined)
→ 3, -1.1, 12, 0.0
> CCNC(=O)C1CCCN(c2nnc(N3CCCC3=O)s2)C1 (centres undefined)
→ 3, 1.0, -1, -0.1
> Cc1cc(CNC(=O)CCc2nnc(CCCc3ccccc3)o2)nn1C
→ 13, 0.2, -1, -0.1
> COc1cccc(C(=O)NCCSCc2ccccc2Cl)c1
→ 6, -0.1, -25, 1.2
> O=C(CCn1c2c(c3ccccc31)CCCC2)N/N=C/c1ccncc1
→ 16, -0.7, -6, -0.1
> O=C(NCc1ccc(C(=O)NC2CCCC2)cc1)c1ccc2c(c1)OCO2
→ -9, 0.3, -28, -0.2
> CCCCN(CCCC)C(=O)Cc1cccs1
→ 0, 0.8, 44*, -0.1
> CC1CCCC(NC(=O)COC(=O)c2ccccc2[N+](=O)[O-])C1C (centres undefined)
→ 6, 2.8, 7, -0.1
> Cc1ccc(N2C(=O)C3C4C=CC(C4)C3C2=O)cc1Cl (centres undefined)
→ -8, 0.8, 0, 0.0
> CCOC(=O)c1c(NC(=O)c2ccncc2)sc2c1CCC(C(C)(C)C)C2 (centres undefined)
→ 3, -1.6, 1, -0.4
> O=C(c1ccccc1F)n1cc([N+](=O)[O-])cn1
→ 11, -2.0, -8, 0.6
> CCC(=O)Nc1cc(C)c(NC(=O)c2ccc(OC)cc2)cn1
→ 13, 0.2, 5, 0.4
> COc1ccc(C2Nc3cccc4cccc(c34)N2)cc1OC
→ 4, 0.6, 9, -0.3
> O=C(O)COc1ccc(/C=C2\SC(=Nc3ccccc3)N(c3ccccc3)C2=O)cc1
→ 9, -0.5, 3, 0.0
> CC(=O)Nc1ccc(S(=O)(=O)N2CCN(c3ccccc3)CC2)cc1
→ -3, 2.3, 0, 0.1

# Whole records, looked up by structure.
# `COc1ccc(C2Nc3cccc4cccc(c34)N2)cc1OC` is listed with MITF primary: 4; GPR151 ag: 0.6; TEAD-YAP inh: 9; FBW7 activator: -0.3
# `COc1cccc(C(=O)NCCSCc2ccccc2Cl)c1` is listed with MITF primary: 6; GPR151 ag: -0.1; TEAD-YAP inh: -25; FBW7 activator: 1.2
# `O=C(O)COc1ccc(/C=C2\SC(=Nc3ccccc3)N(c3ccccc3)C2=O)cc1` is listed with MITF primary: 9; GPR151 ag: -0.5; TEAD-YAP inh: 3; FBW7 activator: 0.0

# Further entries.
# Results follow in this order: MITF primary, GPR151 ag, TEAD-YAP inh, FBW7 activator
> COc1ccc(NS(=O)(=O)N2CCCCC2)cc1
→ 18, -1.1, 1, 0.2
> CC(=O)c1cccc(NC(=O)N2CCc3nc(N4CCCCC4)[nH]c(=O)c3C2)c1
→ 4, -0.9, 11, 0.1
> CC(C)Oc1ccccc1C1C(C#N)=C(N)Oc2c1oc(CO)cc2=O (centres undefined)
→ -7, -1.1, -4, -0.1
> Nc1nc(NCCCN2CCCC2=O)nc2c1ncn2Cc1ccc(C(F)(F)F)cc1
→ 0, 1.1, -16, 0.3
> COC1CC(C)(C)NC(SC)=N1 (centres undefined)
→ -8, -0.3, 2, -0.2
> Cc1cccc(NC(=O)c2ccc(N3C(=O)C4C5C=CC(C5)C4C3=O)cc2)c1 (centres undefined)
→ 76*, 1.1, -16, 0.1
> N/C(Cc1ccc(Cl)cc1)=N\OC(=O)C1CCCCC1
→ 8, 1.0, -14, -0.1
> Cc1ccc(NC(=O)c2ccc3c(=O)n(Cc4cccc(Br)c4)c(=S)[nH]c3c2)cc1C
→ -3, 0.8, -2, -0.1
> CC(=O)NCCC(=O)Nc1ccc(C)cc1Cl
→ 2, 0.7, -12, 0.1
> Cc1ccc(C(=O)n2nc(-c3cccnc3)nc2NCc2ccccc2)cc1
→ 10, 1.6, -2, 0.1
> COc1cccc(NC(=O)NNC(=O)CSCc2c(F)cccc2Cl)c1
→ -15, 0.5, 2, -0.1
> CC12C(=O)OC(=O)C1(C)C1CCC2O1 (centres undefined)
→ -14&14&3&21, 0.1&1.1&-1.3&-0.4, -18&-14&-28, -0.1&-0.1&0.2&0.1
> O=C(O)CCCCCNS(=O)(=O)c1ccccc1C(F)(F)F
→ 0, 2.0, 0, 0.2
> O=C(Nc1ccc(O)c(-c2nc3ccccc3o2)c1)c1cc(Cl)ccc1Cl
→ -7, 0.6, -2, -0.1
> CC(C)n1cnc2c(NC3CC3)nc(-c3cccs3)nc21
→ -6, 3.5, -5, 0.0
> Brc1cnc(NCCCn2ccnc2)nc1
→ 3, -0.8, -1, -0.2
> Cc1nc2sccn2c(=O)c1S(=O)(=O)Nc1cccc(C(F)(F)F)c1
→ -3, 0.0, 2, 0.0
> CC(C)c1cc(C(C)C)c(S(=O)(=O)N2CCN(c3ccccc3)CC2)c(C(C)C)c1
→ 5, 1.4, 4, 0.2
> Cc1ccc(-c2nc(NCc3cccnc3)c3ccccc3n2)cc1
→ -5, -0.6, -11, -0.1
> O=C(c1cc(S(=O)(=O)N2CCOCC2)c(Cl)cc1Cl)N1CCCCC1CO (centres undefined)
→ 0, -0.6, 0, 0.0
> COc1ccc(OCCCC(=O)Nc2nncs2)cc1
→ 3, 0.2, 6, -0.1
> Cc1ccc(Nc2nc(Cl)nc(Nc3ccc(C)cc3C)n2)c(C)c1
→ 5, -0.1, -1, 0.0
> CN(C)C(=O)c1ccc(S(=O)(=O)NCc2cccnc2)cc1
→ -1, -0.4, 3, -0.1
> O=c1[nH]c2ccc(Br)cc2c(-c2ccccc2)c1N1CCCCC1
→ -1, -0.1, -3, -0.1
> CCOC(=O)N1CCN(S(=O)(=O)c2ccc(C(=O)Nc3nc4ccc(Br)cc4s3)cc2)CC1
→ 9, -0.5, 3, 0.1
> O=S(=O)(c1ccc(Oc2ccccc2Cl)cc1)N1CCCC1
→ -12, -0.1, -7, 0.1
> CCN(CC)S(=O)(=O)c1ccc(Cl)c(C(=O)Oc2cccc(NC(=O)c3ccco3)c2)c1
→ -5, -0.4, -7, 0.0
> CCOc1ccccc1NC(=O)c1c(NCc2ccc(OC)c(OC)c2OC)sc2c1CCC2
→ 1, 1.6, 1, -0.1
> Cc1cc(C2(O)C(=O)Nc3ccccc32)ccc1F (centres undefined)
→ 14, -2.3, -2, -0.1
> CCOc1ccccc1N1C(=O)C2C(c3ccc(F)cc3)OC3(C(=O)c4ccccc4C3=O)C2C1=O (centres undefined)
→ -2, 1.8, 3, 0.1
> CC(=O)Nc1ccc(-c2nnn(Cc3nnnn3-c3ccc(Cl)cc3)n2)cc1Cl
→ 9, -0.1, 0, -0.2
> Cc1cccc(C)c1NC(=O)CC1S/C(=N\N=C2CCCC2)NC1=O (centres undefined)
→ 1, -0.2, 4, 0.1
> CCOc1ccc2nc(C(=O)N3CCN(C4CCCCC4)CC3)sc2c1
→ -1, 0.3, -1, -0.2
> O=C(CN1C(=O)c2ccc([N+](=O)[O-])cc2C1=O)Nc1nc(-c2ccccc2)cs1
→ 11, 0.0, 6, 0.0
> Cc1cc(C)c2[nH]c(=O)c(CN(CCCO)C(=O)Nc3ccccc3F)cc2c1
→ 12, -0.5, 0, 0.1
> CCNC(=S)N1CCN(c2cc(Cl)ccc2C)CC1
→ 7, -1.1, 21, 0.7
> CCc1ccc(S(=O)(=O)Nc2ccc(N3CCCCC3=O)c(OC)c2)s1
→ 8, 1.1, 12, -0.1
> COc1cc(OC)cc(C(=O)N2CC(=O)Nc3ccc(F)cc3C2c2ccccc2)c1 (centres undefined)
→ 19, 0.3, 15, 0.1
> Cc1cc(C)c2[nH]c(=O)c(CN(CCCO)C(=O)Nc3ccc(F)cc3)cc2c1
→ 7, -0.1, 5, 0.1
> COc1ccc(Nc2ncnc3c2cnn3Cc2ccccc2)cc1
→ -18, 1.7, -3, -0.1
> O=C(CSc1cn(CCNC(=O)c2cccc(C(F)(F)F)c2)c2ccccc12)Nc1ccccc1C(F)(F)F
→ 13, 0.3, 2, -0.1
> O=C(Nc1cc(Oc2ccccc2)cc([N+](=O)[O-])c1)c1nn2c(C(F)(F)F)cc(-c3ccccc3)nc2c1Cl
→ 6, -0.9, 9, -0.1
> CN1C(C(=O)Nc2sc3c(c2C#N)CCC3)=CC(c2ccc(F)cc2)=NS1(=O)=O
→ 11, 1.7, 8, -0.3
> CC1=C(C(=O)Nc2ccc(F)cc2)C(c2ccc(N(C)C)cc2)C2=C(CCCC2=O)N1 (centres undefined)
→ 0, 0.8, 7, -0.1
> COc1ccc(NC(=O)C2(N(C(=O)Cn3nnnc3N)c3ccc(OC)cc3)CCCCC2)cc1
→ 5, 1.0, 7, -0.1
> COC(=O)Cc1c(C)nc2nc(NCc3ccc(OCc4ccccc4)cc3)[nH]n2c1=O
→ -1, -1.6, -14, 0.0
> COC(=O)c1c(NC(=O)CCN2C(=O)c3ccccc3C2=O)sc(C(C)=O)c1C
→ 4, 1.5, 9, -0.2
> CCOC(=O)c1nnn(-c2nonc2N)c1CSc1nnc2c3ccccc3n(C)c2n1
→ -2, -0.5, 3, -0.1
> CCOC(=O)CCN1C(=O)[C@H]2[C@H]3[C@H](O)[C@H](O)C/C(=N\OC/C=C(\C)CCC=C(C)C)[C@H]3CC[C@H]2C1=O
→ 2, 0.9, ., -0.1
> Nc1nc2n(n1)C(c1cccs1)CC(c1ccc(F)cc1)N2 (centres undefined)
→ 14, -0.6, -5, -0.1

# Going on with the list.
# Results follow in this order: MITF primary, GPR151 ag, TEAD-YAP inh, FBW7 activator
> CC(C)CCNC(=O)CSc1nc2ccc(Br)cc2c2nc3ccccc3n12
→ -8, 0.7, 5, 0.2
> Cn1c(Nc2cc(NCc3nc4ccccc4[nH]3)nc(N)n2)nc2ccccc21
→ 0, 0.1, -11, -0.3
> Nc1nnnn1CC(=O)N/N=C/c1ccc(F)cc1
→ 8, -0.5, 0, 0.6
> CC1=C(C(=O)OCCc2ccccc2)C(c2ccc(Cl)c(Cl)c2)CC(=O)N1 (centres undefined)
→ -3, 1.2, -7, -0.1
> Cc1ccc(/C=C/C2=NC(=C\c3ccco3)/C(=O)O2)cc1
→ 6, -0.7, 1, 0.1
> CCOC(=O)C1=C(C)N(c2ccc(OCC)cc2)C(C)=C(C(=O)OCC)C1c1ccc(Cl)cc1
→ 2, 0.9, 12, 0.0
> COc1ccc(-c2cnc(NCC(C)C)c3nccn23)c(OC)c1
→ 21, -1.1, 5, 0.5
> CCN(CC)C(=O)N1CCC(NC(=O)NC23CC4CC(CC(C4)C2)C3)CC1
→ 11, 0.8, 3, 0.2
> CC1CN/C(=C/C(=O)c2ccc(F)cc2)C(=O)N1 (centres undefined)
→ -10, -1.6, -59, -0.1
> O=C(COc1ccccc1[N+](=O)[O-])N/N=C/c1ccc(O)c([N+](=O)[O-])c1
→ 6, 0.2, -14, 0.1
> CCOc1ccc(N2C(=O)/C(=C3/C(=O)N(C(C)=O)c4ccccc43)SC2=S)cc1
→ 17, -1.3, -2, 1.0
> Cc1ccnc(SCc2cc(=O)c(OC(=O)c3ccc(Cl)c([N+](=O)[O-])c3)co2)n1
→ 21, 0.7, 0, 0.3
> CCCCNC(=O)C1CCCN(S(=O)(=O)CC)C1 (centres undefined)
→ 3, 0.4, -6, -0.1
> Cn1cnnc1SCCNC(=O)c1cccc(-n2ccc3ccccc32)c1
→ -9, 0.7, -12, -0.1
> COc1ccc(/C=C2\SC(=O)N(CCCC(=O)Nc3ccc(C(=O)O)cc3)C2=O)cc1
→ 14, -1.0, 88*, 0.0
> Cc1cc(C(F)(F)F)c(C#N)c(SCC(=O)c2ccc([N+](=O)[O-])cc2)n1
→ 8, 0.8, 14, -0.3
> O=C(NCCc1ccc(O)cc1)c1ccnc(-c2ccc(C(=O)NC3CC3)cc2)c1
→ -18, -0.5, -1, 0.1
> COc1ccc(CCNc2cc(N3CCCC3CO)nc(N)n2)cc1 (centres undefined)
→ 23, -1.0, 0, 0.3
> O=C(O)c1ccc(NC(CSCc2ccccc2F)C(=O)O)c([N+](=O)[O-])c1 (centres undefined)
→ 13, -0.4, -4, -0.2
> COc1ccccc1NC(=O)CNC(=O)c1ccc(Cl)cc1
→ 20, -0.6, 8, 0.7
> O=C(COc1ccc2ccccc2c1)Nc1ccc(O)cc1
→ 4, -2.1, -28, -0.3
> CCN1CCCC1CNCc1ccco1 (centres undefined)
→ -5, -0.1, 6, 0.0
> C/C(Cc1c[nH]c2ccccc12)=N\NC(N)=O
→ 17, -0.8, -2, 0.5
> COc1cc(C)c(CN2CCCCC2)cc1C
→ 21, -1.0, 5, 0.6
> COc1cc(OC)cc(-c2cc(N)n(S(=O)(=O)c3ccc([N+](=O)[O-])cc3)n2)c1
→ 29, 0.1, 5, 0.0
> c1ccc(-c2nc(Nc3ncccn3)cc(-c3cccnc3)n2)cc1
→ 47, -0.5, 1, -0.2
> CCOC(=O)c1c(NC(=O)CSc2nnc(CNC(=O)c3cccc(F)c3)n2-c2cccc(C)c2)sc2c1CCCC2
→ -14, 1.0, -8, 0.0

# Rows are unselected; any-hit rate near 3.4%.
